High-throughput results (PubChem BioAssay)
p53ts 39C tox: kills p53ts cells at the nonpermissive temperature. Potency, µM (doses to about 46.1 µM), inactives show top-dose activity change, negative = cell killing, hits mostly cytotoxic. 130,000 tested, 1.5% active. H1299-p53A138V viability at 39C, ATP luminescence, 24 h; further: nearly all actives have a fitted effect of over 55% in size
p53ts 32C tox: cytotoxicity in p53ts cells at permissive temperature | Potency, µM (titrated, usually from 46.1 µM), for inactives: top-dose activity change, negative = cytotoxicity, hits mostly cytotoxic | H1299-p53A138V at 32C, ATP luminescence viability, 24 h | 130,000 tested, 0.93% active;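 further: 0% = DMSO and -100% = full killing by reference compound; nearly all actives have a fitted effect of over 55% in size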
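Viability by ATPlite luminescence after 24 h compound treatment (up to 46 uM) at the permissive 32C. Cells are H1299 carrying p53 A138V. Scale runs from DMSO basal to 100 uM tamoxifen as full kill; AC50 from Hill fits.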
IkB signaling: suppresses IkB signaling in ABC-DLBCL reporter cells; AID 445; Potency, µM (doses to about 57.1 µM), for the others: top-dose IkBa stabilization activation; ABC-DLBCL IkBa-CBG/CBR dual luciferase ratio, 4 h; response scale: scaled: untreated 0%, proteasome inhibitor 100%; 110,000 tested, 0.04% active; active means well fitted curve in the direction sought with a large enough effect in the signal ratio, not every such curve was filed as active; inconclusive means small, poorly fitted or top-dose-only effect, or a change in a side signal; the % refers to the signal ratio;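 further: the direction sought is a rising ratio; 0% = basal untreated cells and 100% = reference inhibitor full response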
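Luminescence ratio of IκBα-fused green versus native red beetle luciferase in OCI-Ly3 cells, 4 h post-doxycycline with compound; red signal alone, scaled from basal (0%) to zero light (-100%), flagged nonspecific or cytotoxic effects.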
Imprint erasure: induces erasure of genomic imprints in mouse ES cells. Potency, µM (series often up to 60.7 µM), for inactives: at the highest dose activity change, positive = activation, actives largely listed as activators. mouse ES Peg3-LacZ reporter, beta-gal luminescence, 40 h. 110,000 tested, 0.02% active;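 further: 0% = negative control wells on the plate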
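Imprint erasure is scored as LacZ activity from the silenced maternal Peg3 allele in feeder-free female ES cells cultured 40 h with LIF. Luminescence is normalized to in-plate negative controls and fitted to the Hill equation.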
Starred values were filed as active, the others as inactive; u = inconclusive; x = not tested or not shown; ! = a repeat was not active; [ ] = another dose, or the depositor's remark. Unless noted, the call rests on the fitted dose curve; in most records, active means well fitted curve in the direction sought with a large enough effect; inconclusive means small, poorly fitted or top-dose-only effect, or another doubt; inactive means no such curve, though single readings can be large; an effect the other way counts as inactive or inconclusive. Unless noted, on the % scale 0 is the no-effect control and ±100 the full control effect; potency means the concentration at half of the fitted maximal effect. An unsorted share of the library; overall some 1.7% were active at least once.

| SMILES | p53ts 39C tox | p53ts 32C tox | IkB signaling | Imprint erasure |
| --- | --- | --- | --- | --- |
| COC(=O)c1ccc(C(NC(=O)OCc2ccccc2)/C(I)=C/[C@@H](C)C(=O)Nc2ccccc2)cc1 (stereo partly specified) | 0% | 10% | x | -12% |
| CCC(C)NC(=O)C1CCCN1S(=O)(=O)c1ccc(Cl)cc1 (stereo unspecified) | 4% | -22% | x | x |
| CSc1nc(-c2ccco2)cc(-c2ccccc2)c1C#N | -13% | -1% | 3.4% | -8% |
| CCCNC(=O)CC1Sc2ccccc2NC1=O (stereo unspecified) | 2% | 3% | 0.8% | 1% |
| CCS(=O)c1ccccc1C(=O)O (stereo unspecified) | 24% | -1% | 0.8% | 1% |
| O=C(Nc1cc(-c2ccccc2F)nn1-c1ccccc1)c1ccccc1Br | -2% | 0% | u | -12%[10.9 µM] |
| O=C(COc1ccc(Br)cc1)N1CCOCC1 | 7% | -6% | x | x |
| O=C(NCCc1ccc(Cl)cc1)C1CCN(S(=O)(=O)N2CCCCC2)CC1 | 9% | 7% | -0.2% | -14% |
| Cc1cccc(-c2nnc(SCC(=O)N3CCCc4ccccc43)o2)c1 | -14% | -5% | u | -8%[10.9 µM] |
| O=C(NCC1CCCO1)c1ccc(C(=O)NCC2CCCO2)cc1 (stereo unspecified) | -4% | 0% | -0.4% | -3% |
| CCOC(=O)CC(NC(=O)Cn1nnc(-c2ccc(Cl)cc2)n1)c1ccc(OC)cc1 (stereo unspecified) | 6% | -12% | u | -20%[10.9 µM] |
| COCCn1c(CNC(=O)c2cccc(C)c2)nc2cccnc21 | u | -4% | 2.4% | -8%[10.9 µM] |
| CC(=O)OC[C@H]1O[C@@H](O/N=C(\C)CCN2CCc3nc(-c4ccccc4)c(-c4ccccc4)cc3C2)[C@H](OC(C)=O)[C@@H](OC(C)=O)[C@H]1OC(C)=O | 12%[9.22 µM] | 0%[9.22 µM] | x | x |
| CCOc1ccc(-n2ccnc2SCC(=O)Nc2nnc(CC)s2)cc1 | -3% | 3% | 2.8% | -14% |
| Cc1ccc(C)n1-c1ccc(N2CCOCC2)nc1 | 4% | -9% | 4.5% | -18% |
| COc1ccc(NS(=O)(=O)c2ccc3c(c2)CCN3C(=O)C2CC2)cc1OC | 2% | -2% | -0.9% | -13%[10.9 µM] |
| COc1ccc(Cn2c(C(=O)O)c(CNCc3ccc(C)o3)c3ccc(OC)cc32)cc1 | -20% | -5% | u | -15%[10.9 µM] |
| Cc1ccc(C(C(=O)NCc2ccco2)N(Cc2ccco2)C(=O)CNC(=O)c2ccco2)cc1 (stereo unspecified) | 23% | 17% | 0.1% | -1% |
| CCCSc1nc(N)cc(=O)[nH]1 | 2% | -15% | -0.7% | -5% |
| COc1ccc(-c2cc(C(F)(F)F)nc(NCCc3ccccc3)n2)cc1OC | -25% | 5% | -2.6% | -16%[10.9 µM] |
| Nc1nonc1C(=O)NCCNCc1cc(Br)ccc1OCc1ccc(F)cc1 | -5% | 6% | u | -19% |
| CCN(CC)CCCNC(=O)CN1C(=O)CCn2nc(-c3cn(C)c4ccccc34)cc21 | -7% | -13% | -0.6% | -14%[10.9 µM] |
| CCNc1nc(Oc2ccc(C(=O)OC)cc2)nc(SC)n1 | -5% | 26% | -2.7% | x |
| Cc1ccccc1NC(=O)CSc1nc(-c2cccs2)nc2cc(=O)[nH]n12 | -2% | 11% | -0.3% | -7%[10.9 µM] |
| CCc1ccc(CNc2ccc(O)cc2)cc1 | -7% | -7% | u | -10% |
| O=C(Nc1sc2c(c1C(=O)NCc1cccnc1)CCCC2)c1ccco1 | -2% | 4% | u | -18% |
| CC(NC(=S)Nc1c(Cl)cccc1OC(F)F)C(C)(C)C (stereo unspecified) | 8% | 16% | x | x |
| C[C@H]1[C@H](C)CC[C@]2(C(=O)O)CC[C@]3(C)C(=CCC4[C@@]5(C)CC[C@H](O)C(C)(C)[C@@H]5CC[C@]43C)[C@H]12 (stereo partly specified) | 0% | -10% | x | 6% |
| CCc1ccc(NC(=O)c2sc(-n3nc(C)c(CCC(C)C)c3C)nc2C)cc1 | -15% | -13% | u | -12%[10.9 µM] |
| CCOc1ccc(CNC(=O)C2CCN(S(=O)(=O)N3CCCC3)CC2)cc1OC | 7% | 5% | -0.3% | -4% |
| Cc1cc(-c2ccc(C)c(S(=O)(=O)Nc3ccccn3)c2)on1 | -3% | 0% | 0.3% | -13%[10.9 µM] |
| Cc1cccc(N=C2NC(=O)/C(=C3/C(=O)N(C)c4ccccc43)S2)c1C | -9% | -6% | 2.9% | -11% |
| O=C(Nc1ccc(F)cc1F)c1cc(-c2ccccc2O)no1 | 0% | 12% | 2.1% | -10%[10.9 µM] |
| CCCn1ccc2c(OCC(=O)Nc3ccc(OC)c(OC)c3)cccc2c1=O | -21% | 0% | u | -14%[10.9 µM] |
| Cc1cccc(-c2nc3ccccc3n3c(-c4ccccc4)c4c(=O)n(C)c(=O)n(C)c4c23)c1 | 23% | 3% | 4.9% | 12%[10.9 µM] |
| Cc1ccc2c(c1)cc(C(=O)NCc1ccccc1C)n2C | 9% | -20% | 0.2% | -8%[10.9 µM] |
| COc1ccc(/C=C2\SC(=S)N(Cc3cccnc3)C2=O)cc1C | 38% | -14% | x | x |
| O=C1OC(NC(=O)c2ccccc2)C(N2CCOCC2)=C1Cl (stereo unspecified) | -1% | 5% | -0.4% | -3% |
| CC(=O)NC1CC2CCCC(C1)N2CC(=O)NCc1ccc(F)cc1 (stereo unspecified) | 4% | -1% | 0.3% | -15% |
| COc1ccc(N2CCCn3c2nc2c3c(=O)n(Cc3ccccc3F)c(=O)n2C)c(OC)c1 | 3% | 11% | -0.5% | -15% |

Sorted by heavy-atom count (falling): part of the list above.
| SMILES | p53ts 39C tox | p53ts 32C tox | IkB signaling | Imprint erasure |
| --- | --- | --- | --- | --- |
| Cc1cccc(-c2nc3ccccc3n3c(-c4ccccc4)c4c(=O)n(C)c(=O)n(C)c4c23)c1 | 23% | 3% | 4.9% | 12%[10.9 µM] |
| CCCn1ccc2c(OCC(=O)Nc3ccc(OC)c(OC)c3)cccc2c1=O | -21% | 0% | u | -14%[10.9 µM] |
| COc1ccc(/C=C2\SC(=S)N(Cc3cccnc3)C2=O)cc1C | 38% | -14% | x | x |

Other records follow.
| SMILES | p53ts 39C tox | p53ts 32C tox | IkB signaling | Imprint erasure |
| --- | --- | --- | --- | --- |
| Cc1ccccc1CNC(=O)c1ccc2c(c1)c(C)c(C)n2C | -16% | 13% | u | 4%[10.9 µM] |
| Cc1ccc(NC(=O)CSc2nnc3ccc4ccccc4n23)cc1 | 20% | -8% | -1.8% | -11%[10.9 µM] |
| CC(=O)c1cc(-c2ccc(F)cc2)n(CC(=O)NC2CCC(C)CC2)c1C (stereo unspecified) | 0% | -2% | 2.2% | -11%[10.9 µM] |
| CC(CCc1ccccc1)NC(=O)C1CCCN(C(=O)c2cc3sccc3n2C)C1 (stereo unspecified) | 18% | -8% | u | -19% |
| COc1ccc(NC(=O)CSC2=Nc3ccccc3C3=NC(CCC(=O)NCCc4ccccc4)C(=O)N23)c(OC)c1 (stereo unspecified) | -23% | -1% | u | -17%[10.9 µM] |
| CCOc1ccc(N2C(=O)CC(NCCc3ccc(S(N)(=O)=O)cc3)C2=O)cc1 (stereo unspecified) | 2% | -1% | 1.3% | -5% |
| CCCS(=O)(=O)N1CCN(C(=O)c2cc(OC)cc(OC)c2)CC1 | -6% | -6% | 0.0% | 7% |
| COc1ccc(Cc2nnc(SCC(=O)NC3CCCCC3)n2C)cc1 | -1% | 7% | 1.5% | -6% |
| CCc1nnc(SCC(=O)N(C)c2ccccc2)c2cc3sccc3n12 | 25µM* | -1% | u | -9%[10.9 µM] |
| Cc1ccnc(SCC(=O)Nc2oc(-c3ccccc3)c(-c3ccccc3)c2C#N)n1 | -10% | -2% | 5.5% | -22% |
| O=C(O)c1cccn1Cc1ccccc1F | 11% | 0% | -1.6% | -1% |
| COC(=O)NC(c1cccc(C)c1)[C@]1(C(C)=O)CCCC1=O (stereo partly specified) | 7%[9.22 µM] | 4%[9.22 µM] | x | x |
| CC(C)=CCCC1=CCC2C(=O)NNC(=O)C2C1 (stereo unspecified) | 0% | 4% | x | x |
| CCCCNc1c(C(=O)OCC)c(C)nc2c1cnn2CC | 16µM*! | 37%[activator] | u | -15% |
| CC1(C)C(=O)C2(CCCCC2)C(=O)OC1c1cccs1 (stereo unspecified) | 4% | -5% | 0.5% | 3% |
| COc1ccc(-c2nc(C)c(CCNC(=O)C(=O)Nc3ccccc3OC)s2)cc1 | u | -3% | u | -10%[10.9 µM] |
| COc1cc(-c2cc(OC)c3c(C)oc(C)c3c(=O)c2)ccc1OC(=O)c1ccc(C)cc1 | -12% | -14% | -1.2% | -8%[10.9 µM] |
| Cc1ccccc1C(=O)NCc1ccncc1 | -17% | 0% | 0.0% | x |
| Cc1cc(NC(=O)c2ccc3nc(C)sc3c2)no1 | -8% | -5% | 0.1% | -8% |
| COc1ccc(CN(CCN(C)C)Cc2ccccc2)c(OC)c1 | -26% | -11% | -0.1% | -22% |
| Cc1ccc(CCN2CC(C(=O)NCCN3CCOCC3)CC2=O)cc1 (stereo unspecified) | -4% | -1% | -1.1% | -2% |
| Clc1ccccc1-c1nnc2sc(CCc3ccccc3)nn12 | -10% | 2% | -3.1% | -17% |
| COc1ccc(C(=O)c2cn(CC(=O)Nc3ccc4c(c3)OCO4)c3ccc(OC)cc3c2=O)cc1 | -5% | 9% | u | 16%[10.9 µM] |
| CCc1ccc(NC(=O)c2nn(-c3ccc(OC)cc3)c(=O)c3c2c2ccccc2n3C)cc1 | 19% | 8% | -0.2% | -7%[10.9 µM] |
| Cc1ccc(OCc2nc(-c3ccc(C(=O)NCc4ccc(OC(C)C)cc4)cc3)oc2C)cc1 | -18% | -2% | u | -14%[10.9 µM] |
| COC(=O)c1ccc(C(=O)OC)c(NC(=O)CN(C)Cc2ccc(Cl)c(Cl)c2)c1 | 19% | 4% | x | x |
| CC(=O)N1CCC[C@@]2(CCN(c3ccccc3)C2)C1 | -15% | -9% | 1.3%[11.4 µM] | x |
| OC1(c2cccc(C(F)(F)F)c2)CCNCC1 | 5% | -6% | -0.1% | 7% |
| CC(=O)Nc1ccc(S(=O)(=O)Nc2nc3ccccc3nc2Nc2ccc(S(N)(=O)=O)cc2)cc1 | -5% | -4% | x | x |
| COc1ccc(NS(=O)(=O)c2c(C)[nH]c(=O)[nH]c2=O)c(OC)c1 | -5% | 2% | -0.3% | 3% |
| Cc1ccn2c(Nc3ccc4c(c3)OCCO4)c(-c3ccccc3O)nc2c1 | -2% | 14% | -1.4% | 16%[10.9 µM] |
| Cn1c2ccccc2c2nnc(SCc3ccc4nonc4c3)nc21 | 10% | 8% | -1.4% | 2% |
| N#Cc1c(N)nc(SCC(=O)NC2CCCCC2)c(C#N)c1-c1ccc(Cl)cc1 | 13% | 5% | 5.9% | 2% |
| CCN1CCN(c2ncnc3c2sc(=S)n3-c2ccccc2)CC1 | -2% | 1% | 5.1% | -7% |
| O=C(NCCN1C(=O)CCC1=O)c1ccncc1 | 8% | 2% | 1.3% | 1% |
| CCOC(=O)CSc1nnc(-c2ccoc2C)n1-c1ccc(C)cc1 | -11% | 5% | x | x |
| CC1(C)N=C(N)N=C(N)N1c1cccc(CSc2ccccc2)c1 | -29%[9.22 µM] | -9%[9.22 µM] | 1.5%[11.4 µM] | -7%[10.9 µM] |
| CCC(C)NC(=O)CSc1c2c(nc3cc(Cl)ccc13)CCCC2 (stereo unspecified) | -10% | 2% | 9.7% | -13%[10.9 µM] |
| Cn1nnnc1SCC(=O)NC(=O)Cc1ccccc1 | -1% | -10% | -0.3% | -12% |
| COC(=O)NC(/C(C(=O)OC)=C(\C)NCc1ccccc1)c1ccc(F)cc1 (stereo unspecified) | 0%[9.22 µM] | 10%[9.22 µM] | x | x |
| CCOCCCNC(=O)CN1C(=O)CCn2nc(-c3cccn3C)cc21 | -16% | 3% | 0.4% | -9%[10.9 µM] |
| CCOc1ccc(CCNC(=O)C2CCN(c3nnc(-n4cccc4)s3)CC2)cc1OCC | -10% | 3% | 4.5% | -23% |
| Cc1ccc(C(=O)N2CCc3cc(CNC(=O)c4ccc(Br)cc4)ccc32)cc1 | -7% | 5% | u | -8%[10.9 µM] |
| O=C(NC1CCCCCCC1)C1CCCN(S(=O)(=O)c2cnc[nH]2)C1 (stereo unspecified) | -2% | -10% | -1.5% | -11% |
